High-throughput results deposited in PubChem BioAssay by several laboratories.
CHOP inh – inhibitors of CHOP induction in ER stress response. CHO-K1 CHOP-promoter luciferase, tunicamycin-induced, 15-18 h. inhibition, % at 10 µM. hit rate 3.8% among 220,000;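 active = compounds that reduced the stress-induced luciferase reporter signal by more than about 70% of percent inhibition, limit read from the data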;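 also: 0% = tunicamycin plus vehicle and 100% = wells without tunicamycin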
NPY-Y1 PAM-ag – potentiates or activates human NPY-Y1 receptor | NPY-Y1 expressing cells, potentiator/agonist activation | activation, % at 3.6 µM | AID 1304 | hit rate 0.37% among 220,000 | P25929; in the data active = activation above about 33%, passing the limit was not always enough;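 also: cells stimulated with NPY at EC10 then isoproterenol at EC100; 0% = low agonist plus stimulus and 100% = saturating agonist plus stimulus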
Target sequence (P25929 whole entry, looked up): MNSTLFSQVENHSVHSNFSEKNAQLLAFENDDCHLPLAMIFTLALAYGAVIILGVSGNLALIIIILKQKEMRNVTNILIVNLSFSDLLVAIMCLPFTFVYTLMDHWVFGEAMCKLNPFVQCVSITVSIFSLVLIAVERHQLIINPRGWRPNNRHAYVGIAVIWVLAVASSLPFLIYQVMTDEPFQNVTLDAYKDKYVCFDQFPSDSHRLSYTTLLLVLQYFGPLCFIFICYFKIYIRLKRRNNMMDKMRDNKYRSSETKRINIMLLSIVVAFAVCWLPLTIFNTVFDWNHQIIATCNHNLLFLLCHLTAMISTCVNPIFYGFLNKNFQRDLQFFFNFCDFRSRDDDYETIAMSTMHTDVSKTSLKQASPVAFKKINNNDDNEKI
S1P4 antagonist – human S1P4 receptor antagonism | inhibition, % at 4.98 µM | hit rate 0.26% among 220,000 | S1P4-expressing cells, antagonist mode, reporter read-out | O95977; in the data active = inhibition above about 29%;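 also: 0% = wells stimulated with agonist and 100% = vehicle wells without agonist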
NPY Y1 blocker – NPY-Y1 (human) receptor antagonism; P25929; HEK293-CNG Y1 cells, membrane potential fluorescence; NPY at EC95, then isoproterenol; inhibition, % at 3.6 µM; hit rate 1% among 200,000; AID 1040;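 active = inhibition above the campaign mean inhibition of all tested compounds plus 3 SD, cut at about 20% in these data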;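 also: 0% = DMSO wells given NPY plus isoproterenol and 100% = isoproterenol alone without NPY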
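Benchmarks – high control isoproterenol alone, low control NPY with isoproterenol · Material – HEK293 Y1/CNG channel cell line · Times – dye 3 h, compound 60 min room temperature, stimulation 45 min · Probe or stimulus – NPY (25 nM), isoproterenol (1 µM), Ro 20-1724 (25 µM) · Evaluation – % inhibition of NPY effect · Signal – fluorescence, membrane potential probe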
NPY-Y2 PAM-ag – human NPY-Y2 potentiation or agonism, primary screen; P49146; cells expressing NPY-Y2, potentiator/agonist read-out; activation, % at 3.6 µM; hit rate 0.45% among 220,000; AID 1359; in the data active = activation above about 27%;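 also: cells stimulated with NPY near EC25 plus isoproterenol at EC100; 0% = vehicle plus submaximal agonist and 100% = vehicle plus saturating agonist; some results beyond the cut were filed as inactive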
Target sequence (P49146 whole entry, looked up): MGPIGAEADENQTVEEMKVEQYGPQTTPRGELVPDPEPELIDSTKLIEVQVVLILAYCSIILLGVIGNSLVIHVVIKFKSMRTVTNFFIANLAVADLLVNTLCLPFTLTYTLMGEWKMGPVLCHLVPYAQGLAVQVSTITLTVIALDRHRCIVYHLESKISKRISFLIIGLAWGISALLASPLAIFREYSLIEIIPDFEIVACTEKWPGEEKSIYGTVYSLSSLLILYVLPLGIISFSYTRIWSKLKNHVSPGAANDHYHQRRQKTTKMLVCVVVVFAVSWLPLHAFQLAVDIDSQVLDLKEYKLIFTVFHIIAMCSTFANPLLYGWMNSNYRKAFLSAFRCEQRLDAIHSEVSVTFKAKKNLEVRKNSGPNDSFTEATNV
Ba/F3 V617F tox – lowers viability of Ba/F3 cells expressing EpoR and JAK2V617F; inhibition, % at 5.6 µM; hit rate 1.1% among 220,000; AID 1446; ATP luminescence;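 active = inhibition above the campaign mean plus 3 SD over all tested compounds, cut at about 24% in these data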;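 also: cytokine-independent growth of Ba/F3 cells driven by EpoR plus mutant JAK2; 0% = DMSO-treated cells and 100% = JAK inhibitor I control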
S1P4 agonist – agonists of human S1P4 receptor; O95977; S1P4-expressing cell line, agonist reporter assay; activation, % at 4.98 µM; hit rate 0.35% among 220,000; in the data active = activation above about 11%;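 also: 0% = DMSO vehicle and 100% = reference agonist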
p47phox inh – blocks human p47phox regulatory protein of NADPH oxidases | P14598 | p47phox/p22phox peptide binding, fluorescence polarization, 2 h | inhibition, % at 24.7 µM | hit rate 0.53% among 220,000 | AID 1274;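 active = inhibition above about 30%, limit read from the data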;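 also: 0% = p47phox with labelled peptide and 100% = labelled peptide alone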
BaF3 parental – reduces parental Ba/F3 cell viability, JAK2V617F counter-screen; hit rate 1.1% among 220,000; CellTiter-Glo ATP luminescence; inhibition, % at 5.6 µM;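 active = inhibition above a per-campaign cutoff, the mean inhibition of all tested compounds plus 3 SD, cut at about 27% in these data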;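 also: 0% = DMSO wells and 100% = JAK Inhibitor I control wells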
* marks the source's active call; other numbers are inactive results.

What do the screens show for `CCOC(=O)c1nn(-c2ccc(OCC)cc2)c2nc(CC(C)C)c(C#N)c(=O)n12`?
CHOP inh: -2; NPY-Y1 PAM-ag: -1; S1P4 antagonist: -4; NPY Y1 blocker: -2; NPY-Y2 PAM-ag: -9; Ba/F3 V617F tox: -1; S1P4 agonist: 2.0; p47phox inh: -1; BaF3 parental: 3

How did COC(=O)CN1C(C)=Nc2ccc(Br)cc2C1c1ccccc1 (stereo not given) do in these assays?
CHOP inh: -11; NPY-Y1 PAM-ag: -18; S1P4 antagonist: -12; NPY Y1 blocker: 10; NPY-Y2 PAM-ag: -12; Ba/F3 V617F tox: -1; S1P4 agonist: -0.2; p47phox inh: -1; BaF3 parental: 4

What do the screens show for `COC(=O)c1ccc(C(=O)OC)c(NC(=S)N2CCC(N3CCCCC3)CC2)c1`?
CHOP inh: 5; NPY-Y1 PAM-ag: -2; S1P4 antagonist: 7; NPY Y1 blocker: -2; NPY-Y2 PAM-ag: 5; Ba/F3 V617F tox: 2; S1P4 agonist: 1.5; p47phox inh: -3; BaF3 parental: 9

How did CCOC(=O)/C(C#N)=C/C1=C(N2CCCC2)CC(C)(C)OC1 do in these assays?
CHOP inh: 3; NPY-Y1 PAM-ag: -16; S1P4 antagonist: -14; NPY Y1 blocker: -3; NPY-Y2 PAM-ag: -15; Ba/F3 V617F tox: 1; S1P4 agonist: 2.0; p47phox inh: -16; BaF3 parental: 2

How did CCOC(=O)c1cc(C)nc(Sc2ccc(C)cc2)c1C#N do in these assays?
CHOP inh: 2; NPY-Y1 PAM-ag: -27; S1P4 antagonist: 4; NPY-Y2 PAM-ag: -12; Ba/F3 V617F tox: -3; S1P4 agonist: 0.7; p47phox inh: -2; BaF3 parental: 0

What do the screens show for `O=C(Nc1cccc(C(F)(F)F)c1)C1CCCN(c2ncccn2)C1` (stereo not given)?
CHOP inh: 37; NPY-Y1 PAM-ag: -16; S1P4 antagonist: -20; NPY Y1 blocker: 12; NPY-Y2 PAM-ag: -9; Ba/F3 V617F tox: 1; S1P4 agonist: 2.6; p47phox inh: -1; BaF3 parental: 1

Results for Cc1ccc(-c2nc(COC(=O)c3c(C)noc3C)cs2)cc1 ?
CHOP inh: 67; NPY-Y1 PAM-ag: -17; S1P4 antagonist: 3; NPY Y1 blocker: 3; NPY-Y2 PAM-ag: -9; Ba/F3 V617F tox: -3; S1P4 agonist: -0.4; p47phox inh: -4; BaF3 parental: 4

Results for Nc1nonc1-c1nc2ccccc2n1CC(=O)O ?
CHOP inh: 42; NPY-Y1 PAM-ag: -9; S1P4 antagonist: -6; NPY Y1 blocker: 3; NPY-Y2 PAM-ag: 0; Ba/F3 V617F tox: 1; S1P4 agonist: 0.7; p47phox inh: -9; BaF3 parental: 5

How did Cc1ccc(NC(=S)N2CCC(N(C)CC3CCCO3)CC2)cc1C (stereo not given) do in these assays?
CHOP inh: 4; NPY-Y1 PAM-ag: 4; S1P4 antagonist: -10; NPY Y1 blocker: -1; NPY-Y2 PAM-ag: 3; Ba/F3 V617F tox: -3; S1P4 agonist: 1.8; p47phox inh: -1; BaF3 parental: 7

What do the screens show for `N#CC(C#N)=C1c2cc(S(N)(=O)=O)ccc2-c2ccc(S(N)(=O)=O)cc21`?
CHOP inh: -64; NPY-Y1 PAM-ag: -13; S1P4 antagonist: 3; NPY Y1 blocker: -1; NPY-Y2 PAM-ag: 8; Ba/F3 V617F tox: -2; S1P4 agonist: 0.4; p47phox inh: 10; BaF3 parental: 4

How did Cc1nn(C)c(C(=O)Nc2ccn(Cc3ccccc3F)n2)c1[N+](=O)[O-] do in these assays?
CHOP inh: 19; NPY-Y1 PAM-ag: 6; S1P4 antagonist: -12; NPY Y1 blocker: -5; NPY-Y2 PAM-ag: 2; Ba/F3 V617F tox: 3; S1P4 agonist: 0.0; p47phox inh: 5; BaF3 parental: 4

What do the screens show for `Clc1ccc2oc(-c3ccccn3)nc2c1`?
CHOP inh: 17; NPY-Y1 PAM-ag: 16; S1P4 antagonist: 10; NPY Y1 blocker: 8; NPY-Y2 PAM-ag: 6; Ba/F3 V617F tox: -2; S1P4 agonist: -1.0; p47phox inh: -16; BaF3 parental: 2

How did COc1ccc(/C=N/NC(=O)C2C3CCCCC32C)cc1OC (stereo not given) do in these assays?
CHOP inh: 1; NPY-Y1 PAM-ag: -3; S1P4 antagonist: -2; NPY Y1 blocker: 0; NPY-Y2 PAM-ag: -12; Ba/F3 V617F tox: 0; S1P4 agonist: 1.6; p47phox inh: -2; BaF3 parental: 4

What do the screens show for `C[C@@H](C(=O)NCc1ccccc1)N1C(=O)C2CC=CCC2C1=O` (stereo not given in full)?
CHOP inh: -20; NPY-Y1 PAM-ag: -10; S1P4 antagonist: 2; NPY Y1 blocker: 4; NPY-Y2 PAM-ag: -10; Ba/F3 V617F tox: -2; S1P4 agonist: -0.1; p47phox inh: -4; BaF3 parental: 4

How did CC1CCCC(NC(=O)C2c3ccccc3C(=O)N2Cc2cccs2)C1C (stereo not given) do in these assays?
CHOP inh: 4; NPY-Y1 PAM-ag: -18; S1P4 antagonist: -11; NPY Y1 blocker: 35*; NPY-Y2 PAM-ag: -23; Ba/F3 V617F tox: 3; S1P4 agonist: 2.1; p47phox inh: -4; BaF3 parental: 6

What do the screens show for `CCOc1ccc2nc3c(cc2c1)CN(CCCO)C(=NCCOC)S3`?
CHOP inh: -13; NPY-Y1 PAM-ag: -18; S1P4 antagonist: -26; NPY Y1 blocker: 1; NPY-Y2 PAM-ag: 4; Ba/F3 V617F tox: 2; S1P4 agonist: 0.5; p47phox inh: -3; BaF3 parental: 8

How did CCN(CC)C(=O)CSc1nc2cc3c(cc2c(=O)n1Cc1ccc2c(c1)OCO2)OCO3 do in these assays?
CHOP inh: 17; NPY-Y1 PAM-ag: 1; S1P4 antagonist: -9; NPY Y1 blocker: 2; NPY-Y2 PAM-ag: 18; Ba/F3 V617F tox: 0; S1P4 agonist: 2.3; p47phox inh: 5; BaF3 parental: -1

Results for Cc1nc2ccccc2c2c1C(=O)N(c1ccc(C(=O)O)cc1)C2=O ?
CHOP inh: 3; NPY-Y1 PAM-ag: 4; S1P4 antagonist: -14; NPY Y1 blocker: 7; NPY-Y2 PAM-ag: 3; Ba/F3 V617F tox: 2; S1P4 agonist: 0.2; p47phox inh: 0; BaF3 parental: 3

How did COc1cc(C(=O)NCc2nnc(SCC(=O)Nc3nccs3)o2)cc(OC)c1OC do in these assays?
CHOP inh: -11; NPY-Y1 PAM-ag: 16; S1P4 antagonist: -20; NPY Y1 blocker: 2; NPY-Y2 PAM-ag: -1; Ba/F3 V617F tox: -3; S1P4 agonist: 13*; p47phox inh: -5; BaF3 parental: 0

What do the screens show for `COc1ccc(C(=S)N2CCN(C)CC2)cc1Br`?
CHOP inh: -32; NPY-Y1 PAM-ag: -17; S1P4 antagonist: 9; NPY Y1 blocker: 6; NPY-Y2 PAM-ag: -10; Ba/F3 V617F tox: -6; S1P4 agonist: -0.5; p47phox inh: 2; BaF3 parental: -2

What do the screens show for `O=C(N=Nc1c(O)[nH]c2ccc(Cl)cc12)c1cc(-c2cccs2)nc2ccccc12`?
CHOP inh: -21; NPY-Y1 PAM-ag: -5; S1P4 antagonist: -14; NPY Y1 blocker: 4; NPY-Y2 PAM-ag: -8; Ba/F3 V617F tox: 2; S1P4 agonist: 0.8; p47phox inh: 70*; BaF3 parental: 10

Results for C=CCN1CCN(C(c2ccc(Cl)cc2)c2nnnn2CCc2ccc(OC)c(OC)c2)CC1 (stereo not given) ?
CHOP inh: 16; NPY-Y1 PAM-ag: -1; S1P4 antagonist: -7; NPY Y1 blocker: -2; NPY-Y2 PAM-ag: -2; Ba/F3 V617F tox: 2; S1P4 agonist: 1.8; p47phox inh: -13; BaF3 parental: 2

What do the screens show for `COc1ccc(/C=C(\C#N)C(=O)Nc2cccnc2)cc1`?
CHOP inh: -12; NPY-Y1 PAM-ag: -13; S1P4 antagonist: -8; NPY Y1 blocker: 1; NPY-Y2 PAM-ag: 5; Ba/F3 V617F tox: -2; S1P4 agonist: 1.8; p47phox inh: -30; BaF3 parental: 10

How did O=C(Nc1cccc(Cl)c1)c1cccc(Oc2ccc([N+](=O)[O-])cc2Cl)c1 do in these assays?
CHOP inh: 67; NPY-Y1 PAM-ag: -8; S1P4 antagonist: -5; NPY Y1 blocker: 2; NPY-Y2 PAM-ag: 9; Ba/F3 V617F tox: 2; S1P4 agonist: 0.6; p47phox inh: -12; BaF3 parental: 7

What do the screens show for `CCOC(=O)C1=C(C)C(c2ccc(OC)cc2)NC(=O)N1` (stereo not given)?
CHOP inh: -8; NPY-Y1 PAM-ag: 8; S1P4 antagonist: -10; NPY Y1 blocker: -2; NPY-Y2 PAM-ag: 9; Ba/F3 V617F tox: -3; S1P4 agonist: 0.2; p47phox inh: -2; BaF3 parental: 2

How did O=C(Nc1ccc(Cl)cn1)C1CCCN1S(=O)(=O)c1ccccc1 (stereo not given) do in these assays?
CHOP inh: -8; NPY-Y1 PAM-ag: 9; S1P4 antagonist: -3; NPY Y1 blocker: 1; NPY-Y2 PAM-ag: 8; Ba/F3 V617F tox: -4; S1P4 agonist: 0.5; p47phox inh: -6; BaF3 parental: 1

What do the screens show for `CC(C)(C)NC(=O)/C(=C\c1ccc(Br)cc1)NC(=O)c1cccs1`?
CHOP inh: -6; NPY-Y1 PAM-ag: 19; S1P4 antagonist: -2; NPY Y1 blocker: 2; NPY-Y2 PAM-ag: 6; Ba/F3 V617F tox: -5; S1P4 agonist: 1.5; p47phox inh: -1; BaF3 parental: 0

Results for COc1ccc(C(=O)/C=C2/c3ccccc3CC(C)(C)N2C)cc1 ?
CHOP inh: 1; NPY-Y1 PAM-ag: 7; S1P4 antagonist: -7; NPY Y1 blocker: 13; NPY-Y2 PAM-ag: -3; Ba/F3 V617F tox: 4; S1P4 agonist: 0.4; p47phox inh: -5; BaF3 parental: 4

How did Cc1cc(C)n(-c2ccc(-n3ccnc3)nn2)n1 do in these assays?
CHOP inh: 15; NPY-Y1 PAM-ag: -1; S1P4 antagonist: -24; NPY Y1 blocker: 3; NPY-Y2 PAM-ag: -1; Ba/F3 V617F tox: 1; S1P4 agonist: 2.1; p47phox inh: 8; BaF3 parental: 4

How did COC(=O)N1CCN(c2ccc(C(C)=O)cc2)CC1 do in these assays?
CHOP inh: 11; NPY-Y1 PAM-ag: -3; S1P4 antagonist: 13; NPY Y1 blocker: 2; NPY-Y2 PAM-ag: 8; Ba/F3 V617F tox: -2; S1P4 agonist: -1.3; p47phox inh: -1; BaF3 parental: 3

How did COc1cc2cc(CN(CCc3cccc(C)c3)C(=S)NCCCN3CCOCC3)c(=O)[nH]c2cc1OC do in these assays?
CHOP inh: -6; NPY-Y1 PAM-ag: -24; S1P4 antagonist: -8; NPY Y1 blocker: 14; NPY-Y2 PAM-ag: -20; Ba/F3 V617F tox: 2; S1P4 agonist: 2.2; p47phox inh: -6; BaF3 parental: 6

Results for CCNC(=O)OCC(CC)NC(=O)OCC(C)C (stereo not given) ?
CHOP inh: 18; NPY-Y1 PAM-ag: 8; S1P4 antagonist: 7; NPY Y1 blocker: -1; NPY-Y2 PAM-ag: 12; Ba/F3 V617F tox: -3; S1P4 agonist: -1.9; p47phox inh: -8; BaF3 parental: 1

What do the screens show for `COCc1cc(=O)[nH]c(SCCS(=O)(=O)c2ccc(C)cc2)n1`?
CHOP inh: 11; NPY-Y1 PAM-ag: 8; S1P4 antagonist: -8; NPY-Y2 PAM-ag: 15; Ba/F3 V617F tox: -2; S1P4 agonist: 0.8; p47phox inh: 1; BaF3 parental: 3
